Source: PubChem BioAssay
MITF inh: inhibitors of human MITF; inhibition, % at 2.6 µM; O75030; 650,000 tested, 0.91% active; AlphaScreen MITF homodimerization, bead proximity signal; in the data active = inhibition above about 50%;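 also: 0% = vehicle wells with protein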
FBW7 activator: human FBW7 E3 ligase activation, primary screen; normalized activity (activation), % at 26.1 µM; 650,000 tested, 0.13% active; AlphaScreen FBW7–phospho-cyclin E peptide binding, activator screen; AID 1259310; in the data active = normalized activity above about 1.9%;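 also: purified mutant Fbw7 with reduced substrate affinity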
Target sequence (Q969H0 whole entry, looked up): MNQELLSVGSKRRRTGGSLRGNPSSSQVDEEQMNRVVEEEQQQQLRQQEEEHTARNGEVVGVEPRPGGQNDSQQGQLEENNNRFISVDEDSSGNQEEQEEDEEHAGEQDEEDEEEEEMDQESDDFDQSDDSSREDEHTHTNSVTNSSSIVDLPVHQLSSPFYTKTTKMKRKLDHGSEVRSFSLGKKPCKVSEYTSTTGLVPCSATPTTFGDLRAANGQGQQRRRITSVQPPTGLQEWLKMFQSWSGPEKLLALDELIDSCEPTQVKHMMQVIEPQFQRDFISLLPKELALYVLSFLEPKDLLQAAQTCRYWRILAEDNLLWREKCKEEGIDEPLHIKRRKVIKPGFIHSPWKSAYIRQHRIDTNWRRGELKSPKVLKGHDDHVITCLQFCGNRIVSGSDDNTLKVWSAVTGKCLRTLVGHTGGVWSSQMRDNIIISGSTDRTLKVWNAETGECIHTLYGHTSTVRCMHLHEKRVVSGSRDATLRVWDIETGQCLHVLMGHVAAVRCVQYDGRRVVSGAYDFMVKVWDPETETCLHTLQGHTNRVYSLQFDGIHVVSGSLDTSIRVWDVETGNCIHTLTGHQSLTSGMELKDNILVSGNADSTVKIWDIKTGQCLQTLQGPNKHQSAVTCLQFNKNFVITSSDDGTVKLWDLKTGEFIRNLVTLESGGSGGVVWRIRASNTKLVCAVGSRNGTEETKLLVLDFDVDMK
GPR151 activ: human GPR151 activation. PathHunter beta-arrestin GPR151 cells, luminescence. activation, % at 11.2 µM. AID 1508602. 650,000 tested, 1% active; in the data active = activation above about 4.9%;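 also: 0% = median of compound wells and 100% = cells with positive control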
Target sequence (Q8TDV0 whole entry, looked up): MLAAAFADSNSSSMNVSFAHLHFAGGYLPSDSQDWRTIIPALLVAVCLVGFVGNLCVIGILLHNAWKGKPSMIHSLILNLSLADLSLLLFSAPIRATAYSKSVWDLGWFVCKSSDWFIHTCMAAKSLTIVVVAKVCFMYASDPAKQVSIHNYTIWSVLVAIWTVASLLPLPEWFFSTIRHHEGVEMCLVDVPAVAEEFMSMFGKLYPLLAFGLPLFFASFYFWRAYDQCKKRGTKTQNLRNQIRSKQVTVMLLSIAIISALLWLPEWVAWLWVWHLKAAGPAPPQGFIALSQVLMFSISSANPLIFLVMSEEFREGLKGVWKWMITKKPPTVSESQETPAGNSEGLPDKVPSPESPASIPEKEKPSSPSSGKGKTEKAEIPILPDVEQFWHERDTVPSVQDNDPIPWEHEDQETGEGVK
TEAD-YAP inh: TEAD-YAP interaction inhibition. HEK-TIYL cells, TEAD-Gal4/YAP UAS-luciferase luminescence. inhibition, % at 9.12 µM. 640,000 tested, 1.4% active; in the data active = inhibition above about 32%;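 also: 0% = median of test compound wells and 100% = reference inhibitor wells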
Numbers without * were called inactive. Not a hit list; any-hit rate near 3.4%.

Screens in order: MITF inh | FBW7 activator | GPR151 activ | TEAD-YAP inh
> CC(C)CCN1CCN(Cc2nc(-c3ccccc3)no2)CC1CCO (configuration not stated)
→ 17 | 0.1 | 0.3 | 0
> CCOC(=O)c1ccc(NC(=O)CSc2nncc(=O)[nH]2)cc1
→ 3 | 0.7 | -0.2 | 28
> COc1ccc(C2CC(c3cccs3)=NN2C(=O)CSc2nnc(CNC(=O)c3ccccc3OC)n2-c2ccccc2)cc1 (configuration not stated)
→ 4 | 0.1 | -1.0 | -9
> COP(=O)(OC)c1nc(-c2ccccc2)oc1NCc1ccccc1Cl
→ 7 | 0.0 | 1.3 | -1
> Cc1cc(C)n(S(=O)(=O)c2cc(Br)ccc2C)n1
→ 4 | 0.0 | -0.4 | -19
> Cc1cc(OCC(O)CN2CCC(C)CC2)ccc1Cl (configuration not stated)
→ -8 | -0.2 | 0.2 | 8
> Cc1nc(-c2ccccc2)sc1C(=O)Nc1ccc(Br)cc1
→ 9 | 0.3 | -3.3 | -14
> CC1CCCN(C(=O)CSc2nc3cc4c(cc3cc2C#N)OCCO4)C1 (configuration not stated)
→ -11 | 0.2 | 1.1 | -17
> Cc1cc(C)nc(N2CCC(NCCc3cnc[nH]3)CC2)n1
→ 5 | 0.0 | 1.2 | 3
> COc1ccc(OC)c(Nc2nc(-c3cc4cc(Cl)ccc4oc3=O)cs2)c1
→ 8 | 0.1 | 0.0 | 1
> O=C(O)/C=C/c1c(F)cccc1Cl
→ 11 | 0.2 | -0.1 | 0
> O=C(Nc1ccc(Br)cc1)c1ccc(F)c(S(=O)(=O)N2CCc3ccccc32)c1
→ 22 | 0.6 | -0.3 | 16
> FC(F)(F)COc1nc(N2CCOCC2)nc(N2CCN(Cc3ccccc3)CC2)n1
→ 7 | 0.0 | -0.3 | 0
> O=C(O)C1C2C=CC(C2)C1C(=O)N1CCN(Cc2ccccc2)CC1 (configuration not stated)
→ -16 | -0.1 | -0.4 | -5
> Cc1cc(/C=C(\C#N)C(=O)O)c(C)n1-c1cccc(C(F)(F)F)c1
→ -5 | 0.1 | 0.5 | 2
> CCc1sc(N)nc1-c1ccc(Cl)cc1
→ -3 | 0.0 | 0.4 | -13
> CCCc1cc(=O)[nH]c(Nc2cccc(C)c2)n1
→ -5 | -0.1 | 3.8 | -1
> CC(C)(C)c1nnc(NC(=O)c2ccc(Cl)nc2Cl)s1
→ -10 | 0.1 | 8.1* | -39
> CCOc1ccccc1C1C(C#N)=C(N)Oc2n[nH]c(-c3ccc(Cl)c(Cl)c3)c21 (configuration not stated)
→ 4 | -0.3 | 0.6 | 3
> OC1CCN(Cc2cccc(Cl)c2Cl)CC1
→ 43 | 0.0 | 0.6 | 1
> COc1ccc2nc(NC(=O)c3ccc(S(=O)(=O)N(CC(C)C)CC(C)C)cc3)sc2c1
→ 7 | 0.0 | -1.0 | 2
> COC(=O)Cn1c(=NC(=O)c2ccccc2)sc2cc(OC)ccc21
→ -9 | 0.2 | 0.5 | -17
> COc1ccc(N2C(=O)c3ccc(C(=O)Nc4ccccc4[N+](=O)[O-])cc3C2=O)cc1
→ -5 | -0.1 | -0.4 | -8
> CCc1ccc(C(=O)c2cc3ccc(O)cc3oc2=O)cc1
→ 2 | 0.1 | -1.8 | -4
> CC1CN(CCCOc2ccc(I)cc2)CC(C)O1 (configuration not stated)
→ 14 | -0.1 | 0.3 | 2
> COc1ccccc1CCN=CC1=C(O)CC(C)(C)CC1=O
→ 8 | 0.1 | -0.5 | 3
> OCc1ccccc1-c1cnc2ccc(NCc3ccc(F)cc3)nn12
→ -5 | 0.2 | 0.5 | 7
> CCc1ccc(CN2CCC(CO)(CC3CCCCO3)CC2)o1 (configuration not stated)
→ 13 | 0.0 | -0.7 | -5
> Cc1ccccc1C(=O)NC1=NCCS1
→ 5 | 0.1 | 0.4 | -5
> Cc1cc([N+](=O)[O-])ccc1-c1ccc(/C=N/c2ncn[nH]2)o1
→ 0 | -0.2 | -1.5 | 10
> CCCCC1CN(CCC(=O)NCCc2ccco2)Cc2ccccc2O1 (configuration not stated)
→ -2 | -0.2 | 0.8 | 2
> O=C(Nc1cccc(C(F)(F)F)c1)Nc1cccc(S(=O)(=O)N2CCOCC2)c1
→ 20 | 0.4 | -0.4 | 14
> COc1ccccc1CN1C[C@@H]2C[C@@H](c3ccc4nsnc4c3)N3CCC[C@@]23C1=O
→ 10 | 0.3 | -0.1 | -3
> COc1ccc(CN(Cc2ccccn2)S(=O)(=O)c2ccc(-n3cnnn3)cc2)cc1
→ 11 | 0.1 | 1.4 | 0
> Cc1ccc(-c2nnc(Nc3ccccc3)c3ccccc23)cc1S(=O)(=O)NC(C)(C)C
→ -12 | 0.7 | -1.0 | -15
> O=C(NCCc1cscn1)c1ccc(-n2cc(NC(=O)c3cccnc3)cn2)cc1
→ -9 | 0.2 | -0.4 | 1
> COC(=O)C1=C(N)N(c2ccccc2F)C2=C(C(=O)CC(C)(C)C2)C1c1ccc([N+](=O)[O-])cc1 (configuration not stated)
→ 7 | 0.0 | -1.3 | -8
> CCCOc1ccc(N2C(=O)CC(N3CCN(c4ccc(F)cc4)CC3)C2=O)cc1 (configuration not stated)
→ 4 | 0.0 | -0.6 | -2
> CCOC(=O)c1oc2ccc(CCC(C)=O)cc2c1C
→ -3 | 0.1 | 0.6 | -42
> O=C(Nc1cc(F)ccc1F)C1CCCN1S(=O)(=O)c1cccc2nsnc12 (configuration not stated)
→ -1 | -0.1 | 1.4 | 0
> Cc1ccc(S(=O)(=O)N/N=C/c2ccc(OCC(=O)OC(C)(C)C)cc2)cc1
→ -3 | 0.0 | -1.5 | -40
> CCCC(=O)N1CCC2(CC1)c1ccccc1[C@@H](NC(=O)c1ccccc1OC)[C@@H]2OC
→ -13 | 1.0 | -0.3 | -16
> Cc1cccc2c1[nH]c1nc(N/N=C\c3cc4c(cc3[N+](=O)[O-])OCO4)nnc12
→ 3 | 0.2 | -0.9 | -12
> CCCNC(=O)c1ccc2c(c1)nc(C)n2-c1ccccc1OC
→ -5 | 0.0 | 1.6 | 6
> O=C(O)CCCCCNS(=O)(=O)c1ccc(Oc2ccccc2Cl)cc1
→ 15 | 0.2 | -0.7 | 0

Following part:
mol	MITF inh	FBW7 activator	GPR151 activ	TEAD-YAP inh
CC(C)(C)c1ccc(NC(=O)COC(=O)c2cncc(Br)c2)cc1	0	0.0	-0.9	-2
C=CCn1c(=O)c2c(nc3n(-c4ccccc4C)c(C)c(C)n23)n(C)c1=O	14	-0.1	2.3	14
COc1cccc(C2(C)NC(=O)NC2=O)c1 (configuration not stated)	6	0.3	-1.4	7
O=S(=O)(Nc1ccc(Br)cc1)c1ccc(-c2ccc(S(=O)(=O)Nc3ccc(Br)cc3)cc2)cc1	-7	0.0	1.6	8
COC(=O)c1ccccc1S(=O)(=O)Nc1ccc(OC)nc1	0	0.0	2.3	2
CC1=C(C(=O)Nc2ccccc2C)C(c2ccc(N(C)C)cc2)NC(=S)N1 (configuration not stated)	7	0.3	-0.8	-3
Cc1cc(=O)n(C)c(=O)n1CCCOc1ccc([N+](=O)[O-])cc1	-5	0.0	0.5	6
Cc1cc(C)nc(Nc2cc([N+](=O)[O-])ccc2C)n1	9	0.3	-0.1	-12
Cc1nc2ccc(NC(=O)CN3CCC(O)(c4ccccn4)CC3)cc2[nH]1	3	0.1	-0.3	-5
Cc1cc(C)c2[nH]c(C)c(CC(=O)O)c2c1	7	1.0	0.1	6
O=C(NCC1CCC2(CCN(Cc3ccc(O)cc3)CC2)O1)c1ccco1 (configuration not stated)	3	0.1	0.5	3
CC1=C(C(=O)OCCOc2ccccc2)C(c2cc3c(cc2[N+](=O)[O-])OCO3)C2=C(CC(c3ccc(Cl)cc3)CC2=O)N1 (configuration not stated)	13	0.0	0.6	4
Cc1ccc(-c2nnc(Nc3ccc(Br)cc3)c3ccccc23)cc1S(=O)(=O)NCC1CCCO1 (configuration not stated)	10	0.2	1.6	6
COc1cccc(C(NC(=O)C2CCN(C(=O)CCC3CCCC3)CC2)c2ccccn2)c1 (configuration not stated)	-1	0.1	0.3	1
Cc1cccc(-c2nc3cc(NC(=O)c4ccc(C)c([N+](=O)[O-])c4)ccc3o2)c1	0	0.0	1.3	-10

Whole records from above. Values in the order: MITF inh | FBW7 activator | GPR151 activ | TEAD-YAP inh
CC(C)(C)c1ccc(NC(=O)COC(=O)c2cncc(Br)c2)cc1 is entered as 0 | 0.0 | -0.9 | -2
COc1cccc(C(NC(=O)C2CCN(C(=O)CCC3CCCC3)CC2)c2ccccn2)c1 (configuration not stated) is entered as -1 | 0.1 | 0.3 | 1
CC1=C(C(=O)OCCOc2ccccc2)C(c2cc3c(cc2[N+](=O)[O-])OCO3)C2=C(CC(c3ccc(Cl)cc3)CC2=O)N1 (configuration not stated) is entered as 13 | 0.0 | 0.6 | 4
Cc1cc(=O)n(C)c(=O)n1CCCOc1ccc([N+](=O)[O-])cc1 is entered as -5 | 0.0 | 0.5 | 6
O=C(NCC1CCC2(CCN(Cc3ccc(O)cc3)CC2)O1)c1ccco1 (configuration not stated) is entered as 3 | 0.1 | 0.5 | 3

(further entries)
mol	MITF inh	FBW7 activator	GPR151 activ	TEAD-YAP inh
CS(=O)(=O)N(CC(=O)N1CCOCC1)c1ccc(OCc2ccccc2)cc1	-5	0.0	3.4	-3
Cc1ccccc1CSc1ccc(C(=O)Oc2ccc3ccccc3c2)cc1[N+](=O)[O-]	15	0.2	-0.9	6
Cc1sc(NC(=O)CN(Cc2cccs2)C(=O)c2cccs2)c(C(N)=O)c1C	8	-0.3	0.8	0
O=C(Cn1cnc2ccccc2c1=O)NCCC(=O)Nc1ccc(F)cc1	19	0.2	1.4	-4
O=C(NCc1cccc(C(F)(F)F)c1)c1cccc(N2CCOCC2)n1	-2	-0.1	-2.3	-4
CCCn1c(=NC(=O)C2=COCCO2)sc2cc3c(cc21)OCO3	2	0.0	-0.8	-47
CC(C)NC(=O)Cn1cnc2c(nnn2C)c1=O	-9	-0.3	1.0	-6
Cc1cc(C)cc(NC2=NC3(CCCCC3)N=C(N)N2)c1	6	-0.1	1.3	29
Cc1ccc(OC(=O)N[C@H]2C[C@H]3C(=O)N[C@H](CO)C(=O)N3C2)cc1	3	-0.1	0.3	4
O=C(COc1ccccc1)NCCc1nnc2n1CCN(Cc1cc3ccccc3o1)CC2	-1	-0.1	-0.4	10
O=C1CC(N2CCN(S(=O)(=O)c3ccccc3)CC2)C(=O)N1c1ccc(F)cc1 (configuration not stated)	11	0.0	1.4	1
CC(=O)Nc1ccc(S(=O)(=O)NCC2(c3cccs3)CCCC2)cc1	-4	-0.1	1.3	9
CC(C)=CC(=O)Nc1ccc2c(c1)OCCO2	15	0.0	-6.4	12
NC(=O)c1cccc(NC(=O)Nc2ccc(Cl)cc2)c1	11	0.0	0.6	-20
CCOc1cc(C2C(C(=O)OC)=CN(Cc3ccc(OC)c(OC)c3)C=C2C(=O)OC)cc(Br)c1OCC	-20	0.4	-1.6	-27
CCC(C)(C)NC(=O)C(c1ccncc1)N(CCOC)C(=O)Cn1nnc2ccccc21 (configuration not stated)	7	0.0	0.1	1
COc1ccccc1N1CCN(/N=C\C(Br)=C\c2ccccc2)CC1	-6	-0.1	-0.6	11
CCC(C(=O)Nc1c2c(nn1-c1ccc(OC)cc1)CS(=O)(=O)C2)c1ccccc1 (configuration not stated)	3	0.0	2.4	-6
N#C/C(=C\c1ccc(OCc2ccccc2)cc1)C(=O)NCC1CCCO1 (configuration not stated)	8	0.4	-0.8	-24
O=C1[C@@H]2C[C@H](NCc3ccccc3Cl)CN2C(=O)[C@H]2CCCN12	-12	0.2	-1.6	-8
Cc1cccc2c(N)c3c(nc12)CCCC3	10	-0.4	0.7	-1
Cc1nc(Nc2ccc(F)cc2)c2c3c(sc2n1)CCC3	2	0.0	1.0	7
COc1nn(C)cc1C(=O)NCC(=O)Nc1cccc(C)c1C	2	0.0	1.2	6
COc1ccc(-c2cc3nc(C)cc(N)n3n2)cc1	5	-0.1	-8.9	74*
COc1ccccc1NC(=O)CCn1cccc1	-3	-0.2	-0.6	2
O=C(O)/C=C\C(=O)Nc1ccc2c(c1)Cc1ccccc1-2	2	-0.2	0.2	-36
O=C1NC(=S)N/C1=C\c1cccc(OCc2ccc(F)cc2)c1	1	-0.1	0.5	-2
COc1ccccc1NC(=O)CCCNC(=O)Cn1cnc2sc(C)c(C)c2c1=O	3	0.0	-1.2	2
O=C(COc1ccccc1F)NC12CC3CC(CC(C3)C1)C2	2	0.0	3.0	10
CCOC(=O)CSC1=C(C#N)C(c2ccc(Cl)cc2)[C@H](C(=O)OC)C(=O)N1 (some centres not stated)	-2	-0.1	0.7	6

Looked up above.
`O=C1[C@@H]2C[C@H](NCc3ccccc3Cl)CN2C(=O)[C@H]2CCCN12` in TEAD-YAP inh reads -8
`COc1ccccc1N1CCN(/N=C\C(Br)=C\c2ccccc2)CC1` in GPR151 activ reads -0.6

Further compounds
mol	MITF inh	FBW7 activator	GPR151 activ	TEAD-YAP inh
COCCNS(=O)(=O)c1cc(OC)c(Cl)cc1Cl	-16	0.0	0.5	-1
COc1ccc(CC(=O)Nc2ccc(N3CCC(NCC4CCOCC4)CC3)cc2)cc1	17	-0.1	0.4	-15
O=[N+]([O-])c1ccc(N/N=C/C2CC3CC2C(C(F)(F)F)C3)c([N+](=O)[O-])c1 (configuration not stated)	17	-0.2	0.6	5
CCCSc1nnc2c(n1)OC(c1cccc(OC)c1OC)Nc1ccccc1-2 (configuration not stated)	-5	0.0	0.3	-79
Cc1cccc(CNCCC2CCC(=O)N2Cc2cccs2)c1 (configuration not stated)	1	0.1	-0.9	3
Cc1ccc(NC(=O)c2ccc(S(=O)(=O)N3CCOCC3)cc2)c(C(=O)c2ccccc2)c1	6	0.2	-0.4	-2
O=C(Nc1cccc2ccccc12)N[C@H]1C[C@H]2C(=O)N[C@@H](CO)C(=O)N2C1	5	0.7	-0.7	1
COc1ccc(N2CCn3c(SCc4ccc(F)cc4)nnc32)cc1	5	0.1	0.2	14
